Source: PubChem BioAssay
pAkt inh: HTS Assay for Inhibitors of Akt Phophorylation: Primary Screen; 360,000 compounds, 0.32% hits; AID 651550, 2012; activity change, % for hits at 50 µM; Neuro2A IGF-stimulated pAkt S473 HTRF, 20 min; active compounds read low; in the data active = activity change below about -80%; inconclusive = mostly about -51% to -80%; note: % is set by controls: 0 for no effect and ±100 for the full control effect
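Neuro2A cells (4,500/well, DMEM with 0.5% FBS) were treated with compound at a single 50 µM final concentration, stimulated with 6 nM IGF for 20 min at 37 °C, and lysed. Phospho-Akt Ser473 was read by HTRF as 665/615 ratio ×10^4.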
Nrf2 ARE act: qHTS of Nrf2 Activators. 410,000 compounds, 0.31% hits. AREc32 ARE-luciferase reporter (MCF7-derived line), luminescence, 24 h. Potency, µM (series often up to 46.1 µM), without a hit: at the top dose activation, hits mostly activators; note: potency is the fitted concentration of half-maximal effect; % of control where 0% means no effect; nearly all actives have a fitted effect of over 65% in size
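AREc32 cells carrying an ARE-driven firefly luciferase, 1000 cells/well in OPTI-MEM with 5% FBS, dosed after overnight attachment and incubated 24 hr at 37 deg C. Steady-Glo luminescence read after 30 min at RT.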
CCT modulator: High-Throughput Screening for Modulators of Cytosolic Chaperonin Activity; purified chaperonin ATPase assay, HTRF ADP detection, 30 min; activity change, % (test concentration not listed), hits read low; 360,000 compounds, 0.3% hits; AID 651819, 2012; in the data active = activity change below about -30%; note: % is set by controls: 0 for no effect and ±100 for the full control effect
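TRiC at 40 or 20 nM final (batch-dependent) in 30 mM Tris pH 7.4, 100 mM KCl, 5 mM MgCl2, 1 mM DTT, with compound at single 76 uM and 10 uM ATP, 30 min at 37 deg C. ADP detected by HTRF Transcreener, 665/615 ratio.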
A549 viability: Nrf2 qHTS screen for inhibitors: counterscreen for cytotoxicity; A549 ARE-Fluc cells, CellTiter-Fluor viability, 18-24 h; Potency, µM (top dose mostly 46 µM), without a hit: at the highest dose activity change, negative = cytotoxicity, usual class: inhibitors; 390,000 compounds, 0.16% hits; AID 504648, 2011; note: potency is the fitted concentration of half-maximal effect; % is set by controls: 0 for no effect and ±100 for the full control effect
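Cytotoxicity counterscreen: CellTiter-Fluor fluorescence was measured in A549 ARE_Fluc cells after 18-24 h of compound exposure in a concentration series. The subsequent BugLite luminescent read reports ARE-luciferase activity.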
TGFb inhibitor: qHTS for Inhibitors of TGF-b; 410,000 compounds, 1.2% hits; Potency, µM (series often up to 46.1 µM), without a hit: at the top dose activity, negative = inhibition, actives largely listed as inhibitors; HepG2 CAGA-GFP TGF-b/SMAD3 reporter, GFP fluorescence, 18 h; TGF-beta stimulated, 500 pg/mL final; note: potency is the fitted concentration of half-maximal effect; % is set by controls: 0 for no effect and ±100 for the full control effect; nearly all actives have a fitted effect of over 65% in size
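Cell-based qHTS in HEPG2 carrying a CAGA-GFP Smad reporter; compounds added before 500 pg/mL final TGF-beta, 18 h incubation at 37 degrees C, GFP fluorescence quantified per cell by imaging cytometry.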
Nrf2 block: Nrf2 qHTS screen for inhibitors. A549 ARE-Fluc reporter, luciferase luminescence, 18-24 h. Potency, µM (titrated, usually from 46 µM), inactives show at the highest dose activity change, negative = inhibition, hits mostly inhibitors. 360,000 compounds, 2.1% hits. AID 504444, 2011; note: potency is the fitted concentration of half-maximal effect; % is set by controls: 0 for no effect and ±100 for the full control effect; nearly all actives have a fitted effect of over 60% in size
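Concentration-response testing used A549 ARE_Fluc cells at 5000 cells/well. Following an 18-24 h compound incubation, viability was read by fluorescence (Ex 405/Em 525) and luciferase output by luminescence.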
EPAC2 ag: qHTS for Agonist of cAMP-regulated guanine nucleotide exchange factor 4 (EPAC2): primary screen; EPAC2 activation, biochemical qHTS; response scale: 100% = 6.5 mM cAMP response; 360,000 compounds, 0.079% hits; Rap guanine nucleotide exchange factor 4 (Homo sapiens), Q8WZA2; Potency, µM (titrated, usually from 154 µM), without a hit: at the top dose activation, usual class: activators; note: potency is the fitted concentration of half-maximal effect; nearly all actives have a fitted effect of over 50% in size
Target sequence (Q8WZA2 whole entry, looked up): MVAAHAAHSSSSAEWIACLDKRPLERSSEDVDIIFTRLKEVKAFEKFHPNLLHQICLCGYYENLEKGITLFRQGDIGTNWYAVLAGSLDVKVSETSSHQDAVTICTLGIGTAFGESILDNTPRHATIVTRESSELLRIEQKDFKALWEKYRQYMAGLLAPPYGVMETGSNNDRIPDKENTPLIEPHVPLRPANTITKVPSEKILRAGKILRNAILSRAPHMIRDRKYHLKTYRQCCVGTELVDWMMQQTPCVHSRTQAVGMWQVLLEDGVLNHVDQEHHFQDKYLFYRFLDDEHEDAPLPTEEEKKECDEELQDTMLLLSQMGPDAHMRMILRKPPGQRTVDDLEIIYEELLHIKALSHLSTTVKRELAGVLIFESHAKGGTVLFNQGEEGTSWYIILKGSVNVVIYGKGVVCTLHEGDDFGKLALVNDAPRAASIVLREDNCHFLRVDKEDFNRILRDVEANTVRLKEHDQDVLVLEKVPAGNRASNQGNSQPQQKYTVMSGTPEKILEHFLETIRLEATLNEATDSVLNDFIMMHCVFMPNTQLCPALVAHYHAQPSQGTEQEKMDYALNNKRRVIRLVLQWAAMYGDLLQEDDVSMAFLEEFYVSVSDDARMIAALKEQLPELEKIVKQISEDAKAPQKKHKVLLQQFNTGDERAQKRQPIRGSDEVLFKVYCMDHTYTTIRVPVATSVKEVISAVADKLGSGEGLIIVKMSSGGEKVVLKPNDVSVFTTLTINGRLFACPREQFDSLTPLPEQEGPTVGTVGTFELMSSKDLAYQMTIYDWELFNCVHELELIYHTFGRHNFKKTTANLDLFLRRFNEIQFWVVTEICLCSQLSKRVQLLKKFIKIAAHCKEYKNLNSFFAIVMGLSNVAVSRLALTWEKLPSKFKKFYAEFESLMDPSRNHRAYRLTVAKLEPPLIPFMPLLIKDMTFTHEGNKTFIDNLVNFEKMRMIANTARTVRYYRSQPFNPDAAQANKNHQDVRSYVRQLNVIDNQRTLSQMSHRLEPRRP
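Setup: EPAC2 100 nM, labeled Rap1B complex 250 nM, free GDP 50 uM. Compound titrations pinned in, brief spin, 5 min room temperature incubation. Kinetic fluorescence read over 30 min, normalized to 6.5 mM cAMP.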
EPAC2 antagonist: qHTS for Antagonist of cAMP-regulated guanine nucleotide exchange factor 2 (EPAC2): primary screen. Potency, µM (titrated, usually from 114 µM), for inactives: top-dose activity, negative = inhibition, hits mostly inhibitors. Rap guanine nucleotide exchange factor 4 (Homo sapiens), Q8WZA2. AID 720708, 2013. EPAC2 GEF exchange of Rap1B-BODIPY-GDP, fluorescence. 360,000 compounds, 0.18% hits; note: potency is the fitted concentration of half-maximal effect; % is set by controls: 0 for no effect and ±100 for the full control effect; nearly all actives have a fitted effect of over 45% in size; many of its hits are not listed in these tables
MmCpn inh: Inhibitors of TCP-1 ring complex (TRiC) of Methanococcus maripaludis (MmCpn): qHTS. purified Mm-Cpn ATPase, ADP Transcreener TR-FRET. Chaperonin Mm-Cpn (Methanococcus maripaludis). AID 504842, 2011. Potency, µM (series often up to 76.9 µM), without a hit: top-dose activity, negative = inhibition, hits mostly inhibitors. 330,000 compounds, 0.031% hits; note: potency is the fitted concentration of half-maximal effect; % is set by controls: 0 for no effect and ±100 for the full control effect; nearly all actives have a fitted effect of over 80% in size
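Purified archaeal chaperonin (25 nM final) was preincubated with compound for 10 min at 37°C, then ATP (10 uM final) was added for 30 min at 37°C in Tris pH 7.4/KCl/MgCl2/DTT buffer. ADP was quantified by HTRF Transcreener TR-FRET.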
* = called active by the depositor; i = inactive; u = inconclusive; x = no result given; & = joins results of further samples; [ ] = dose if it differs, or a comment. Unless noted, calls come from the whole dose curve; as a rule, active = well fitted curve in the direction sought with a large enough effect; inconclusive = small, poorly fitted or top-dose-only effect, or another doubt; inactive = no such curve, though single readings can be large; an effect the other way counts as inactive or inconclusive. Some of the compounds tested; the hit share may differ from the screen's.

SMILES | pAkt inh | Nrf2 ARE act | CCT modulator | A549 viability | TGFb inhibitor | Nrf2 block | EPAC2 ag | EPAC2 antagonist | MmCpn inh
CCOC(=O)C[C@H]1c2cc(F)ccc2S(=O)(=O)N1Cc1ccc(OC)cc1 | i | -0.5% | -0.2 | 1% | u | 2% | 5% | 6% | x
OC1(c2cccc(C(F)(F)F)c2)CCN(c2ncnc3c2[nH]c2ccccc23)CC1 | i | -1.1% | 0.9 | -10% | u | u | 9% | -4% | 1%
CCOc1ccccc1OCCC(=O)NNC(=O)Cn1nc(C)cc1C | i | 0.3% | -2.6 | 1% | 1% | 9% | 3% | -2% | -2%
CCN(CC)c1ccc(NS(=O)(=O)c2cc3[nH]c(=O)c(=O)[nH]c3cc2C)c(C)c1 | x | 0.2% | x | -5% | -26% | 6% | x | x | x
COC(=O)c1ccc(NC(=O)CCc2nnc3ccc(NCc4ccco4)nn23)cc1 | i | u | 3.0 | 6% | 1% | 24% | -2% | -5% | 1%
CCN(CC(=O)Nc1c(F)cccc1F)C(=O)c1ccc2ccccc2n1 | i | -0.2% | -0.6 | 3% | 4% | -2% | 11% | -4% | 0%
O=C(CCCOc1ccccc1)N1CCc2ccccc2C1 | i | 0.1% | -0.9 | 6% | -25% | 12% | -4% | -2% | -2%
COc1cccc(/C=C2\SC(=O)N(CC(=O)NC3C=CS(=O)(=O)C3)C2=O)c1 (stereo not given) | x | 16µM* | -4.0 | 0% | -8% | 10% | 15% | 10% | -1%
C=CCn1c(-c2c[nH]c3ccccc23)n[nH]c1=S | i | -0.1% | -0.9 | -9% | 1% | 10% | -3% | 6% | 2%
CCOc1ccc2[nH]c(=O)c(CN(CCc3ccccc3)C(=O)N3CCCC3)cc2c1 | i | -1.2% | 1.1 | 16% | -4% | x | -4% | -24% | 1%
CCc1ccccc1OCCCCN1CCCC1 | i | 0.1% | -3.9 | -9% | -3% | -4% | -8% | 6% | 3%
COc1ccc([C@@H]2CC=C(C(=O)O)[C@H](c3ccccc3F)N2S(=O)(=O)c2ccccc2C)cc1 | i | -0.2% | -2.5 | -16% | -10% | -19% | 5% | 12% | 2%
Cc1ccn2c(=O)c(C(=O)NCc3ccccc3Cl)c(O)nc2c1 | x | 0.3% | x | -7% | 12% | 7% | x | x | x
Cc1ccc(N2CCN(C(=O)c3c(C)oc4ncnc(N5CCCCC5)c34)CC2)c(C)c1 | x | 3.0% | x | -13% | u | u | x | x | x
C=CCn1c(SCC(=O)Nc2ccc(S(N)(=O)=O)cc2)nnc1-c1cnccn1 | i | -0.1% | 1.4 | 5% | 5% | 5% | 4% | 21% | 2%

Four consecutive records from above, for reference:
SMILES | pAkt inh | Nrf2 ARE act | CCT modulator | A549 viability | TGFb inhibitor | Nrf2 block | EPAC2 ag | EPAC2 antagonist | MmCpn inh
C=CCn1c(-c2c[nH]c3ccccc23)n[nH]c1=S | i | -0.1% | -0.9 | -9% | 1% | 10% | -3% | 6% | 2%
CCOc1ccc2[nH]c(=O)c(CN(CCc3ccccc3)C(=O)N3CCCC3)cc2c1 | i | -1.2% | 1.1 | 16% | -4% | x | -4% | -24% | 1%
CCc1ccccc1OCCCCN1CCCC1 | i | 0.1% | -3.9 | -9% | -3% | -4% | -8% | 6% | 3%
COc1ccc([C@@H]2CC=C(C(=O)O)[C@H](c3ccccc3F)N2S(=O)(=O)c2ccccc2C)cc1 | i | -0.2% | -2.5 | -16% | -10% | -19% | 5% | 12% | 2%

(list continues)
SMILES | pAkt inh | Nrf2 ARE act | CCT modulator | A549 viability | TGFb inhibitor | Nrf2 block | EPAC2 ag | EPAC2 antagonist | MmCpn inh
Cc1ccn2cc(-c3cccc(NC(=O)c4cccs4)c3)nc2c1 | i | 3.2% | -3.4 | 8% | u | u | 6% | -1% | -1%
CN(CC(=O)O)S(=O)(=O)c1cccs1 | i | 0.0% | -0.3 | 13% | -2% | 14% | -1% | -2% | -2%
CCCC12CN3CCN(CC(C3)/C1=N\NC(=O)c1ccc(C(C)(C)C)cc1)C2 | i | 0.1% | 0.1 | 15% | 7% | 1% | 6% | 9% | 1%
CCN1C(=NCc2ccco2)N[C@@H](c2cccc(F)c2)C(C(=O)OC)=C1C | i | -0.2% | 0.6 | 4% | 17% | u | 2% | 0% | 1%&1%
O=C(CSc1ncnc2c1cnn2-c1ccccc1)NC1CCCC1 | i | 6.4% | -0.4 | -13% | u | u | -1% | 9% | -6%
CN(C)CCCCNCCCNC(=O)/C=N\O | i | -0.1% | 0.1 | 6% | 33% | 3% | 5% | 15% | 2%
CCOCCCn1c(SCC(=O)Nc2oc(C)c3c(C)n[nH]c(=O)c23)nnc1-c1ccncc1 | i | 0.2% | 0.9 | 1% | 0% | 10% | 9% | 4% | 0%
CCCCNC(=O)/C(=C/c1ccco1)NC(=O)c1ccco1 | i | 0.0% | -0.3 | -5% | -3% | -5% | 5% | -6% | 2%
COC(=O)c1cc2c(s1)-c1ccccc1OC2 | i | u | -1.8 | -1% | -1% | 18% | 12% | -12% | -4%
Cc1nn(C2CCS(=O)(=O)C2)c(C)c1CN(C)C(=O)c1ccc(S(=O)(=O)N(C)C)cc1 (stereo not given) | i | 0.4% | -1.7 | -9% | 3% | 5% | 1% | 8% | 0%
O=C(Nc1cc(=O)[nH]c(=O)[nH]1)c1cccc(C(F)(F)F)c1 | i | 0.2% | -1.5 | -3% | 4% | -3% | -1% | 3% | 2%
COc1ccc(OC)c(-c2csc3nnc(SCC(=O)Nc4ccc(NC(C)=O)cc4)n23)c1 | i | 0.2% | -1.1 | -8% | 2% | -22% | 7% | 6% | -1%
Cc1cc(C)n(-c2ccc(C(=O)Nc3ccc4c(c3)OCCO4)cc2)n1 | i | 4.3% | -1.1 | -10% | -35% | u | 7% | 22%[57.1 µM] | -2%
O=C(NC1CCCCCC1)C1CCN(C(=O)c2ccc(Cl)cc2)CC1 | i | 0.1% | 0.5 | 1% | 4% | 10% | -4% | -3% | -2%
CCn1cc(S(=O)(=O)c2ccc(C)cc2)c(=O)c2cc(F)c(N3CCN(C)CC3)cc21 | i | -0.5% | -1.4 | -10% | -6% | -2% | 8% | 2% | u
CC(C)[C@H](NC(=O)c1ccccc1)C(=O)OCC(=O)NCC1CCCO1 (stereo not given in full) | i | -0.7% | -2.9 | -6% | -19% | -4% | 0% | -4% | 1%
COc1ccc(OCCC(=O)OCC(=O)NC(=O)NC(C)C)cc1 | i | 0.3% | -4.8 | -8% | -5% | -12% | 9% | 2% | 0%
CCOC(=O)c1ccc(-c2c(-c3cc(OC)c(OC)c(OC)c3)noc2C)cc1F | i | 3.5% | 0.9 | 1% | 11µM* | 6% | 9% | -21% | -1%
COC(=O)c1cnc(Oc2ccc(NC(=O)NC(=O)c3c(OC)cccc3OC)cc2)cc1C(F)(F)F | i | 0.0% | -0.8 | u | u | -45% | -3% | -1% | 0%
CCN(CC)c1cnn(C/C(=N\OC)c2ccc(Cl)cc2)c(=O)c1Br | i | 0.2% | -1.2 | -4% | 9% | 9% | 10% | -14% | 0%
CCCNC(=O)NC(=O)CSc1nncs1 | i | -0.4% | 4.8 | 5% | 0% | -4% | -6% | 12% | 3%
Cc1nc(-c2ccccc2)sc1-c1ccc(SCC(=O)NCc2ccccc2)nn1 | x | 6.2% | x | -6% | -1% | -21% | x | x | x
CCOc1ccc(NC(=O)CC2C(=O)N(CC)C(=S)N2NC(=O)c2ccncc2)cc1 (stereo not given) | i | -1.8% | -3.8 | 0% | 2% | 7% | 3% | 2% | 1%
CS(=O)(=O)Oc1ccc(Br)c2cccnc12 | i | -0.7% | -1.9 | -4% | -3% | -15% | 2% | -9% | 2%
C[C@@H]1C[C@H]2[C@@H]3C[C@H](F)C4=CC(=O)C=C[C@]4(C)[C@@]3(Cl)[C@@H](O)C[C@]2(C)[C@H]1C(=O)COC(=O)C(C)(C)C | i | -1.1% | -1.5 | -5% | 3% | 0.0065µM* | -4% | -15% | 0%
Cc1ccc(C(=O)COC(=O)c2c(C)cc(=O)oc2C)cc1[N+](=O)[O-] | i | -0.6% | -0.5 | 2% | 0% | 7% | 3% | 16% | -1%
C[C@@H]1CN([C@@H](C)CO)C(=O)CCCn2nncc2CO[C@H]1CN(C)S(=O)(=O)c1ccc(Cl)cc1 | i | 2.9% | 1.0 | x | 3% | x | -2% | 4% | x
CC(=O)Nc1cccc(NC(=S)Nc2cccc(Cl)c2Cl)c1 | i | 7.0% | 1.3 | 4% | 4% | -11% | 3% | -7% | 3%
CC12CCC(C(=O)NC3CCCC3)(CC1=O)C2(C)C (stereo not given) | x | -0.8% | -3.3 | -3% | 2% | 3% | 4% | 0% | 1%
CCc1nn(CCCC(=O)NC2CCCCC2C)c(=O)c2cc3occc3n12 (stereo not given) | i | 0.3% | -1.5 | x | u | x | 4% | 5% | x
COc1ccc(-c2[nH]ncc2N=Nc2ccccc2)cc1 | i | 0.8%[9.22 µM] | 0.0 | u | u | 26% | 5% | -8% | 0%
O=C(/C=C/c1ccccc1)NC(=S)NNC(=O)c1cccnc1 | i | 3.0% | 1.5 | 1% | 14% | -1% | 3% | 10% | -1%
O=C(O)c1ccc(-n2nc(C(F)(F)F)cc2-c2cccs2)cc1 | i | -0.1% | 1.0 | -6% | 22% | 6% | 1% | 1% | 2%
